Compound activity deposited in PubChem BioAssay by National Center for Advancing Translational Sciences (NCATS).
TGFb SMAD3 inh: qHTS for Inhibitors of TGF-b. HepG2 CAGA-GFP TGF-b/SMAD3 reporter, GFP fluorescence, 18 h; TGF-beta stimulated, 500 pg/mL final. Potency, µM (doses to about 46.1 µM), for the others: top-dose activity, negative = inhibition, actives largely listed as inhibitors. hit rate 1.2% among 410,000; note: potency is the fitted concentration of half-maximal effect; % is set by controls: 0 for no effect and ±100 for the full control effect; nearly all actives have a fitted effect of over 65% in size
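HEPG2 CAGA-GFP reporter cells (1000/well, DMEM with 1% FBS) received compounds, then recombinant TGF-beta at 500 pg/mL final for 18 hours at 37 degrees C. Per-cell GFP summed per well was normalised to unstimulated and stimulated DMSO controls before curve fitting.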
Nrf2 block: Nrf2 qHTS screen for inhibitors. Potency, µM (highest dose often 46 µM), inactives show at the highest dose activity change, negative = inhibition, actives largely listed as inhibitors. hit rate 2.1% among 360,000. AID 504444, 2011. A549 ARE-Fluc reporter, luciferase luminescence, 18-24 h; note: potency is the fitted concentration of half-maximal effect; % is set by controls: 0 for no effect and ±100 for the full control effect; nearly all actives have a fitted effect of over 60% in size
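Quantitative HTS in A549 cells stably bearing an antioxidant response element-firefly luciferase construct. Inhibition of Nrf2-driven transcription was scored by luminescence after 18-24 h of compound exposure at 37 °C.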
Nrf2 ARE act: qHTS of Nrf2 Activators; AREc32 ARE-luciferase reporter (MCF7-derived line), luminescence, 24 h; AID 624171, 2012; Potency, µM (top dose mostly 46.1 µM), for the others: at the highest dose activation, actives largely listed as activators; hit rate 0.31% among 410,000; note: potency is the fitted concentration of half-maximal effect; % of control where 0% means no effect; nearly all actives have a fitted effect of over 65% in size
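AREc32 cells carrying an ARE-driven firefly luciferase reporter were seeded at 1000 cells/well in OPTI-MEM with 5% FBS, then exposed to compound for 24 hr at 37 deg C. Luminescence was read with Steady-Glo after 30 min at RT.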
CCT modulator: High-Throughput Screening for Modulators of Cytosolic Chaperonin Activity; hit rate 0.3% among 360,000; activity change, % (test concentration not listed), hits read low; purified chaperonin ATPase assay, HTRF ADP detection, 30 min; in the data active = activity change below about -30%; note: % is set by controls: 0 for no effect and ±100 for the full control effect
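ATPase activity: ADP formed was measured by HTRF Transcreener (665/615 nm ratio) after 30 min at 37 deg C with 10 uM ATP. Compounds screened at one 76 uM concentration against 40 or 20 nM TRiC in Tris pH 7.4/KCl/MgCl2/DTT buffer.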
HepG2 viability: qHTS for Inhibitors of TGF-b: Cytotox Counterscreen; HepG2 CAGA-GFP viability, ATP luminescence, 18 h; Potency, µM (doses to about 46.1 µM), for the others: at the highest dose activity change, negative = cytotoxicity, actives largely listed as cytotoxic; hit rate 0.76% among 410,000; note: potency is the fitted concentration of half-maximal effect; some results filed as inactive show a strong effect at the top dose
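CellTiter-Glo luminescence gave cytotoxicity after 18 hours at 37 degrees C. The cells were HepG2 CAGA-GFP in 1% FBS DMEM, stimulated with 500 pg/mL TGF-beta after compound addition. %Activity was normalised to no-cell wells (complete cell-killing) and DMSO (no toxicity), and curves were fitted and classified.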
A549 viability: Nrf2 qHTS screen for inhibitors: counterscreen for cytotoxicity | A549 ARE-Fluc cells, CellTiter-Fluor viability, 18-24 h | Potency, µM (series often up to 46 µM), for the others: at the highest dose activity change, negative = cytotoxicity, hits mostly inhibitors | hit rate 0.16% among 390,000; note: potency is the fitted concentration of half-maximal effect; % is set by controls: 0 for no effect and ±100 for the full control effect
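A549 ARE_Fluc cells in 5% FBS OPTI-MEM were exposed to compounds in concentration-response for 18-24 h at 37 deg C. Viability was read by CellTiter-Fluor fluorescence (Ex 405/Em 525) after 30 min, before the luciferase read.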
Abeta yeast res: qHTS for compounds that reverse cellular toxicity of Amyloid beta (A-beta) peptide in yeast: Primary Screen. yeast expressing A-beta42, growth rescue, OD600, 48 h; response scale: 0% DMSO, 100% iron-clioquinol control. Potency, µM (series often up to 46.1 µM), inactives show top-dose growth rescue, most hits filed as activators. hit rate 0.063% among 410,000; note: potency is the fitted concentration of half-maximal effect; nearly all actives have a fitted effect of over 55% in size
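Yeast A-beta toxicity model in growth medium with pinned compounds, 48 h at 30 C; growth read as absorbance at 600 nm. Normalized to FeCl3/clioquinol equimolar mix (positive) and DMSO (negative).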
pAkt inh: HTS Assay for Inhibitors of Akt Phophorylation: Primary Screen. Neuro2A IGF-stimulated pAkt S473 HTRF, 20 min; active compounds read low. activity change, % for hits at 50 µM. hit rate 0.32% among 360,000. AID 651550, 2012; in the data active = activity change below about -80%; inconclusive = mostly about -51% to -80%; note: % is set by controls: 0 for no effect and ±100 for the full control effect
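Neuro2A cells (4,500/well, DMEM with 0.5% FBS) were treated with compound at a single 50 µM final concentration, stimulated with 6 nM IGF for 20 min at 37 °C, and lysed. Phospho-Akt Ser473 was read by HTRF as 665/615 ratio ×10^4.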
MmCpn inh: Inhibitors of TCP-1 ring complex (TRiC) of Methanococcus maripaludis (MmCpn): qHTS. purified Mm-Cpn ATPase, ADP Transcreener TR-FRET. Potency, µM (doses to about 76.9 µM), for inactives: at the highest dose activity, negative = inhibition, usual class: inhibitors. hit rate 0.031% among 330,000. AID 504842, 2011; note: potency is the fitted concentration of half-maximal effect; % is set by controls: 0 for no effect and ±100 for the full control effect; nearly all actives have a fitted effect of over 80% in size
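ATPase read-out: TR-FRET ADP immunoassay (anti-ADP Eu cryptate vs ADP-d2), ex 320 nm, em 590/665 nm; signal drops as ADP forms. Enzyme 25 nM, ATP 10 uM, 30 min at 37°C after 10 min compound preincubation.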
Numbers without * were called inactive; i = inactive; ? = inconclusive; . = no result given; & = joins results of further samples; [ ] = another dose, or the depositor's remark. Unless noted, calls come from the whole dose curve; as a rule, active = well fitted curve in the direction sought with a large enough effect; inconclusive = small, poorly fitted or top-dose-only effect, or another doubt; inactive = no such curve, though single readings can be large; an effect the other way counts as inactive or inconclusive. Not a hit list; any-hit rate near 4.3%.

SMILES | TGFb SMAD3 inh | Nrf2 block | Nrf2 ARE act | CCT modulator | HepG2 viability | A549 viability | Abeta yeast res | pAkt inh | MmCpn inh
CCOC(=O)c1c(NC(=O)CSc2nnc(C)c(=O)[nH]2)sc(C)c1-c1ccc(C)cc1 | 1% | -16% | 0.5% | -25 | -33% | 2% | -15% | i | -15%
Nc1nc(-c2nonc2N)no1 | 5% | -5% | 0.1% | -6.8 | -19% | -21% | 8% | i | -2%
O=C(Nc1ncc(Cc2ccc(C(F)(F)F)cc2)s1)c1ccc(-c2cccc([N+](=O)[O-])c2)o1 | -1% | 5.8µM* | -0.1%[9.22 µM] | 1.1 | 23% | -5% | ? | i | -2%
COc1ccc(C2(C)NC(=O)N(CC(=O)Nc3cccnc3Cl)C2=O)cc1 (stereo unspecified) | 8% | 0% | 0.3% | 1.0 | -3% | -7% | 18% | i | 2%
CC(Sc1nc2nn(-c3ccccc3)c(=O)c-2c2n1CCCCC2)C(N)=O (stereo unspecified) | 9% | . | -1.2% | -0.1 | 7% | 2% | 8% | i | 1%
CCOC(=O)c1c(C)[nH]c(C(=O)N/N=C/c2cc([N+](=O)[O-])ccc2O)c1C | -21% | 3% | -0.6% | -3.6 | -13% | 0% | -23% | i | 3%
O=C(Nc1ccccc1O)c1ccc2c(c1)C(=O)N(c1ccccc1)C2=O | 0% | 10% | -0.1% | -3.6 | -1% | 5% | -8% | i | 0%
C/C(=N\O)c1ccc2c3ccccc3n(C)c2c1 | ? | ? | 11% | -11 | -18% | . | -52%[inhibitor] | i | -8%
CCn1c(SCC(=O)Nc2ccccc2N2CCOCC2)nnc1-c1ccccc1O | 31% | . | -0.2% | -3.3 | 15% | -3% | 9% | i | 2%
COC(=O)CCC(=O)Nc1ccccc1C(=O)Nc1ccccc1 | -2% | 6% | -0.9% | 0.7 | 4% | -1% | -24% | i | 2%
Cc1cc2nnc(SCC(=O)NCc3cccs3)n2c(N)n1 | 1% | ? | -0.8% | -3.2 | 15% | 9% | -4% | i | 1%
CCOC(=O)c1c(NC(=O)COc2ncnc3sccc23)sc2c1CCC2 | -2% | -2% | 0.5% | -3.7 | -12% | 4% | 2% | i | 0%
O=C(CNC1CCCCC1)Nc1cccc([N+](=O)[O-])c1 | 0% | -18% | 4.7% | 1.9 | 12% | -4% | 10% | i | .
CC(C)C(C)N(Cc1cccc(C(=O)O)c1)C(=O)c1ccc2ccccc2n1 (stereo unspecified) | -1% | -16% | 0.0% | -1.4 | 22% | -1% | 3% | i | .
CCOc1cccc(CNc2ccc(O)cc2)c1OCc1ccc(Cl)cc1 | ? | ? | 2.5% | -4.5 | -7% | -16% | -17% | i | -4%
CCOC(=O)C1C(=O)N(O)CC1c1cccc(Oc2ccccc2)c1 (stereo unspecified) | -26% | 3% | 3.5% | 0.1 | -31% | 7% | -4% | i | 0%
Cc1noc(/C=C/c2ccco2)c1S(=O)(=O)N1CCC(C(=O)NC(C)c2ccccc2)CC1 (stereo unspecified) | -19% | -14% | 11% | -0.4 | -28% | 4% | -5% | i | -2%
O=C(Cc1ccc(NC(=O)C2CCN(C(=O)CCc3ccccc3)CC2)cc1)Nc1ccc(C(=O)N2CCOCC2)cc1 | -12% | -12% | -1.2% | -1.0 | -24% | -7% | -2% | i | .
COc1ccc(C)cc1NC(=O)c1ccc2c(SCC(=O)O)c3c(nc2c1)CCCC3 | -5%&0% | -22%&4% | 0.0%&0.5% | -0.5 | 3%&0% | 9%&-2% | -8%&4% | i | -7%
CCc1cc2c(=O)n3c(nc2s1)-c1[nH]c2ccc(OC)cc2c1CC3 | ? | 1% | 2.3%[9.22 µM] | -1.6 | -22% | 15% | 12% | i | -20%
Cc1cccnc1NC(=O)c1cccc(S(=O)(=O)N2CCN(c3ccc(F)cc3)CC2)c1 | ? | ? | 0.4% | -2.0 | -6% | -4% | -5% | i | -4%
CCc1nnc(NC(=O)CCC(=O)NC2CC2)s1 | 2% | 5% | -0.5% | -2.3 | 5% | -3% | -1% | . | 0%
Cc1ccc(OCC(=O)NNC(=O)C2CCN(c3ncccn3)CC2)cc1 | 1% | 7% | 0.1% | 0.3 | 0% | -3% | 8% | i | 0%
CCOc1cc(CN2CCN(C(=O)c3ccco3)CC2)ccc1OC | 15% | 1% | -0.5% | 0.9 | 8% | 1% | 2% | i | -1%
Cc1nc(-c2ccc(NC(=O)c3ccc(Br)o3)cc2)cs1 | -3% | ? | 4.1% | 2.6 | -47% | -7% | -42%[inhibitor] | i | -8%
(next part)
SMILES | TGFb SMAD3 inh | Nrf2 block | Nrf2 ARE act | CCT modulator | HepG2 viability | A549 viability | Abeta yeast res | pAkt inh | MmCpn inh
O=C(CSc1nc(=O)[nH]c2c1CCCC2)NCc1ccc(F)cc1 | 17% | . | 0.7% | . | 1% | 8% | -13% | . | .
Cc1ccc(NS(=O)(=O)N2CCOCC2)c(C)c1 | 1% | -1% | -0.2% | 0.7 | 9% | 0% | 1% | i | 3%
COc1ccc(C(CNC(=O)COc2cccc(C(F)(F)F)c2)N2CCCC2)cc1 (stereo unspecified) | -6% | -17% | 3.2% | 1.4 | -26% | 3% | -7% | i | -1%
COc1ccc2[nH]cc(CCN=C(NC(=O)c3cccc(Cl)c3)Nc3nc(C)cc(C)n3)c2c1 | 1% | ? | -1.1% | . | -15% | -3% | -8% | . | .
CC(C)(C)NC(=O)C(c1ccc(F)cc1)N(C(=O)CCC(=O)Nc1ccccn1)C1CCCC1 (stereo unspecified) | -2% | ? | -0.7% | 0.4 | -6% | -4% | 12% | i | 1%
CC(Oc1cc(C(F)(F)F)cc(C(F)(F)F)c1)C(=O)NC(N)=O (stereo unspecified) | -6% | -27% | 0.8% | -2.9 | -9% | -7% | -2% | i | 2%
CCN(CC)CCN=C1CCCc2ccccc2N1 | 4% | . | -0.3% | -22 | -17% | ? | 9% | i | 1%
O=C1OC2CC3CC1CC(O)(C3)C2 (stereo unspecified) | 21% | 1% | 0.7% | -0.7 | 11% | 3% | 22% | i | -2%
CCc1ccc(-n2c(=O)c3ccc(C(=O)NCCc4ccccc4)cc3n(CC(N)=O)c2=O)cc1 | -5%&-2% | 4%&-4% | -0.8%&-0.2% | 3.1 | 4%&-6% | 4%&7% | -23%&-9% | i | 2%
COCCNC(=O)C1CCCN(C(=O)c2nc3ccccc3s2)CC1 (stereo unspecified) | 7% | . | -0.6% | 0.8 | 3% | . | -16% | i | .
CCC(C)(C)n1nnnc1CN(Cc1ccco1)Cc1cc2cc3c(cc2[nH]c1=O)OCO3 | -1% | -11% | -0.5% | -3.3 | 7% | -5% | -1% | i | 0%
CCn1cc(CN2CCCC(CNS(=O)(=O)c3cccc4cccnc34)C2)cn1 (stereo unspecified) | 5% | 7% | -0.6% | -2.4 | -17% | -2% | 13% | i | -3%
CCOC(=O)CSc1ccc(S(=O)(=O)N2CCCCC2)cc1[N+](=O)[O-] | 1% | 5% | -0.6% | -0.1 | 15% | 0% | 3% | i | 0%
COC(=O)c1ccccc1NC(=O)c1cc(-c2ccc(O)cc2)on1 | 2% | 9% | 0.0% | -1.2 | 1% | 12% | 1% | i | 0%

Structures from the list above that contain an NH in an aromatic ring (six):
SMILES | TGFb SMAD3 inh | Nrf2 block | Nrf2 ARE act | CCT modulator | HepG2 viability | A549 viability | Abeta yeast res | pAkt inh | MmCpn inh
CCOC(=O)c1c(NC(=O)CSc2nnc(C)c(=O)[nH]2)sc(C)c1-c1ccc(C)cc1 | 1% | -16% | 0.5% | -25 | -33% | 2% | -15% | i | -15%
CCOC(=O)c1c(C)[nH]c(C(=O)N/N=C/c2cc([N+](=O)[O-])ccc2O)c1C | -21% | 3% | -0.6% | -3.6 | -13% | 0% | -23% | i | 3%
CCc1cc2c(=O)n3c(nc2s1)-c1[nH]c2ccc(OC)cc2c1CC3 | ? | 1% | 2.3%[9.22 µM] | -1.6 | -22% | 15% | 12% | i | -20%
O=C(CSc1nc(=O)[nH]c2c1CCCC2)NCc1ccc(F)cc1 | 17% | . | 0.7% | . | 1% | 8% | -13% | . | .
COc1ccc2[nH]cc(CCN=C(NC(=O)c3cccc(Cl)c3)Nc3nc(C)cc(C)n3)c2c1 | 1% | ? | -1.1% | . | -15% | -3% | -8% | . | .
CCC(C)(C)n1nnnc1CN(Cc1ccco1)Cc1cc2cc3c(cc2[nH]c1=O)OCO3 | -1% | -11% | -0.5% | -3.3 | 7% | -5% | -1% | i | 0%
